Bioassay records: PubChem, several laboratories
E-sel TNF inh: TNF alpha driven E-selectin expression inhibition; inhibition, % at 2 µM; HUVEC TNFa-induced E-selectin immunofluorescence, high content; AID 1246; 0.71% of 120,000 active;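 active = inhibition above the batch mean plus 3 SD, and confirmed as a hit on visual image review, cut at about 43% in these data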;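 also: 0% = TNF-stimulated DMSO wells and 100% = unstimulated control wells; not every result past the cut was called active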
MRP-1 activ: activators of MRP-1; 0.61% of 140,000 active; AID 799; viability increase, % at 10 µM; H69AR cells + doxorubicin, viability rescue, CellTiter-Glo;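 active = viability gain under doxorubicin at or above a set limit, the compound median plus 3 SD, cut at about 4.7% in these data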;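 also: MRP-1 overexpressing cells given doxorubicin 25 µM after compound pretreatment; 18-22 h compound pretreatment then 72 h with doxorubicin before readout; 0% = doxorubicin-only wells and 100% = vehicle-treated cells without doxorubicin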
PTEN del growth: suppresses growth of cells with PTEN deletion | AID 827 | viability, % at 10 µM | HCT116 PTEN-null viability, CellTiter-Glo, 60 h; stronger effect = lower value | 1.2% of 140,000 active;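 active = viability at or below a set limit, 4 SD under the median of all tested compounds, cut at about 3.7% in these data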;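 also: PTEN knockout HCT116 line with beta catenin targeted HCT116 as companion control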
Yeast growth inh: reduces growth of yeast BB579 in restrictive medium; S. cerevisiae BB579 growth, OD615, 48 h; inhibition, % at 10 µM; 0.51% of 140,000 active; AID 804;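 active = inhibition above a set limit, 3 SD over the mean compound inhibition, cut at about 44% in these data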; also: inactives centre near -24
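System: Saccharomyces cerevisiae DeaD strain BB579, replicative lifespan model yeast | Buffer or medium: Restrictive glucose-based CSMM-D medium | Times: 4 h preincubation and 48 h exposure at 30 °C | Detection: OD615 turbidity measurement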
GALR2 antag: antagonists of human galanin receptor 2 (GALR2). O43603. GALR2-expressing cells, antagonist mode. inhibition, % at 4 µM. 0.39% of 140,000 active; in the data active = inhibition above about 27%;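 also: cells stimulated with galanin 1-16 at roughly its EC80; 0% = agonist challenge control and 100% = basal control without agonist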
Target sequence (O43603 whole entry, looked up): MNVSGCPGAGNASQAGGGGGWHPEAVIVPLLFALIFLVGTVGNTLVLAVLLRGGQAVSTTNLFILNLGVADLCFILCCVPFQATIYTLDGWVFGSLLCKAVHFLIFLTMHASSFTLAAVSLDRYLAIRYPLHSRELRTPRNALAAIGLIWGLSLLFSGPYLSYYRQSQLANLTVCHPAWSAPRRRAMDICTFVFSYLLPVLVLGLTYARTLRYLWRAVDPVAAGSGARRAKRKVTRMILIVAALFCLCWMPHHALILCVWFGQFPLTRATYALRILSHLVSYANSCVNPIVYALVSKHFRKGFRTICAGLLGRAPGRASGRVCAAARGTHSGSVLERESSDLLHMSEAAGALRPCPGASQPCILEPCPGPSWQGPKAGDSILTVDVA
HCT116 bCat-KO: beta-catenin-lacking colon tumor cell growth suppression; HCT116 beta-catenin knockout viability, CellTiter-Glo, 60 h; stronger effect = lower value; viability, % at 10 µM; 1.5% of 140,000 active; AID 818;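 active = viability at or under a set limit, the compound median less 4 SD, cut at about 6% in these data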;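 also: 0% = Hyamine 1622 control at 20 µM and 100% = untreated cell control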
Phagocyt inh: macrophage phagocytosis inhibition. J774A.1 macrophage IgG-bead phagocytosis, imaging. inhibition, % at 5 µM. 0.07% of 110,000 active;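 active = inhibition above the mean of the plate negative controls plus 5 SD, cut at about 13% in these data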;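 also: phagocytic index as fraction of beads internalized from green versus red external bead signal; plate controls were DMSO negative control for no effect and cytochalasin-D positive control for full effect; some results beyond the cut were filed as inactive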
Measles CPE: protection of cells from measles virus; Measles virus-infected cells, CPE protection, absorbance; protection (pct of control), % at 4 µM; 1.5% of 140,000 active; AID 841; in the data active = protection mostly above about 24%, no sharp cut-off; inactive = mostly below about 26%; also: some compounds called inactive have numbers as strong as hits
Yeast lifespan up: yeast lifespan extension | S. cerevisiae growth with nicotinamide, OD615; deaD strain in restrictive glucose medium | inhibition of the nicotinamide effect, % at 10 µM | 0.68% of 130,000 active;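 active = inhibition above a set limit, placed 3 SD over the median of all compounds, cut at about 26% in these data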;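 also: 0% = nicotinamide-treated wells and 100% = cells grown without nicotinamide; some compounds called inactive have numbers as strong as hits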
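Test system – modified budding yeast, DeaD strain · Compound – single dose 10 µM compound, 0.25% DMSO · Times – culture preincubation 4 h, compound exposure 48 h, both 30 °C · Detection – optical density (absorbance) at 615 nm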
NPY-Y2 antag: antagonists of human neuropeptide Y receptor Y2. P49146. NPY-Y2 expressing cells, antagonist mode. inhibition, % at 2.7 µM. 0.99% of 140,000 active; in the data active = inhibition above about 17%;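 also: 0% = vehicle with agonist challenge and 100% = reference antagonist with challenge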
Target sequence (P49146 whole entry, looked up): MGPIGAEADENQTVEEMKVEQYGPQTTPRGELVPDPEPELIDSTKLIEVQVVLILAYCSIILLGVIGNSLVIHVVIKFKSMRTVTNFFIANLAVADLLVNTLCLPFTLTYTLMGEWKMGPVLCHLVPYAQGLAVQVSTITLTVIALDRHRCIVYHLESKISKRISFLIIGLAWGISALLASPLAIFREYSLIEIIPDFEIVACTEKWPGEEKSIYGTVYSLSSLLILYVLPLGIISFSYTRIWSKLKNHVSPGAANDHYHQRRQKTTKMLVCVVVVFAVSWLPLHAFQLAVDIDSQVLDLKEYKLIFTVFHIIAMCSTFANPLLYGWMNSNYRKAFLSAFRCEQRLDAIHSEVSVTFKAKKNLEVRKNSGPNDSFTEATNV
* = called active by the depositor; / = not tested or not shown. Not a hit list; 6.2% or so of the library scored in one or more.

1: CCc1cc(C(=O)NNC(=S)Nc2cc(C)ccc2C)cs1
2: COc1ccc(-n2c(-c3ccc(Br)cc3)nc(=S)c3c2CCCC3)cc1
3: O=C(c1cccs1)N(C(=O)c1cccs1)c1ccc(Br)cn1
4: Cc1cccc(NC(=S)NNC(=O)c2csc(C(C)C)c2)c1
5: CC1(C)Cc2ccccc2-c2nnc(-c3cccnc3)n21
6: COc1ccccc1S(=O)Cc1ccc(C(=O)O)o1 (stereo not given)
entry no.	1	2	3	4	5	6
E-sel TNF inh	-12	/	45*	-12	/	0
MRP-1 activ	-0.6	-5.3	-4.6	-2.1	-0.9	-0.1
PTEN del growth	99	59	77	80	93	98
Yeast growth inh	-19	-27	-38	-32	-36	-19
GALR2 antag	4	7	-5	4	-7	6
HCT116 bCat-KO	88	62	72	94	93	101
Phagocyt inh	/	-12	0	/	2	/
Measles CPE	6	7	11	12	8	19
Yeast lifespan up	/	-1	25	/	-8	-16
NPY-Y2 antag	1	9	1	6	-2	2

7: COc1cc(NC(=O)C/C(C)=N/NC(=O)Cc2ccc(Cl)cc2)c(OC)cc1Cl
8: COc1ccc(Cn2nnnc2C(C(C)C)N2CCc3ccccc32)cc1 (stereo not given)
9: NC(=O)C1=NOC(CNc2ncc(C(F)(F)F)cc2Cl)C1 (stereo not given)
10: Nc1cccc(-n2nncc2-c2ccccc2)c1
11: O=C(CCN1CCCCC1)N/N=C/c1ccc(Br)cc1
12: Cc1cccc(/C=C/C(=O)c2cc(Br)ccc(=O)c2O)c1
entry no.	7	8	9	10	11	12
E-sel TNF inh	-5	-20	-12	7	4	17
MRP-1 activ	1.8	-1.3	-1.9	-2.3	0.1	-6.0
PTEN del growth	96	72	88	88	108	8
Yeast growth inh	-17	-7	25	-55	-16	95*
GALR2 antag	-9	-6	-8	-2	-1	-2
HCT116 bCat-KO	87	73	97	86	96	5.2*
Phagocyt inh	/	-2	1	/	-3	-2
Measles CPE	10	4	1	8	4	7
Yeast lifespan up	-4	8	-7	-21	1	-14
NPY-Y2 antag	1	10	-1	1	-1	5

13: CCOC(=O)c1nn(-c2ccc(Cl)cc2)c2nnc(Cc3ccccc3)c(=O)n12
14: CC(OC(=O)c1cc2sccc2n1C)C(=O)NCc1cccs1 (stereo not given)
15: O=S(=O)(NCCSc1ccc(Cl)cc1)c1ccc(F)cc1
16: CS(=O)(=O)N(CCc1ccccc1)CC(=O)N1CCc2ccccc2C1
17: O=C(Cn1c(C(F)(F)F)nc2ccccc21)Nc1ccccc1N1CCOCC1
18: CN1C(=S)SC(/[N+]([O-])=C\c2ccccc2)C1(C)C (stereo not given)
entry no.	13	14	15	16	17	18
E-sel TNF inh	/	-1	1	16	17	3
MRP-1 activ	0.3	0.8	-3.4	1.2	-1.8	-0.2
PTEN del growth	98	94	68	94	88	105
Yeast growth inh	-19	-25	29	-48	-19	-63
GALR2 antag	1	6	5	0	3	7
HCT116 bCat-KO	93	93	71	94	85	97
Phagocyt inh	0	/	/	-1	0	0
Measles CPE	17	27	13	9	1	13
Yeast lifespan up	4	-7	-19	-3	-1	-1
NPY-Y2 antag	4	6	10	0	1	1

19: Nc1nc(CSc2nnc(-c3cccc(F)c3)n2-c2ccccc2)nc(N2CCOCC2)n1
20: O=C(CN1CCCCCC1)N1c2ccccc2C=Cc2ccccc21
21: COc1cc(OC)c(/C=N/n2c(C)nnc2C)c(OC)c1
22: O=C1c2ccccc2CC1Sc1nnc(-c2ccccn2)o1 (stereo not given)
23: CCOc1c(OC(C)=O)ccc(/C=C2\N=C(SCC)SC2=O)c1[N+](=O)[O-]
24: O=C(NC1=NCCS1)C1CC(=O)N(c2ccccc2)C1 (stereo not given)
entry no.	19	20	21	22	23	24
E-sel TNF inh	5	-6	-2	2	-23	5
MRP-1 activ	-3.4	0.3	-1.4	-4.6	-2.3	-1.4
PTEN del growth	101	89	91	89	96	99
Yeast growth inh	-32	-3	-1	-9	-63	29
GALR2 antag	5	12	-12	-13	21	-2
HCT116 bCat-KO	93	93	83	88	94	85
Phagocyt inh	-7	-1	1	-1	-2	-1
Measles CPE	12	14	4	8	7	3
Yeast lifespan up	0	-12	1	-13	-17	-19
NPY-Y2 antag	0	4	3	1	0	1

25: O=C(Oc1ccc2ccc(=O)oc2c1)C1CCCCC1
26: Cc1ccc(C)c(-n2c(SCC(=O)N3CCCC3)nnc2-c2ccccn2)c1
27: O=C(NCCN1CCN(C(=O)NC2CCCCC2)CC1)NC1CCCCC1
28: COc1ccccc1OCCSc1nc(N)cc(N)n1
29: COCCNC(=O)c1ccc(CS(=O)(=O)c2ccc(Cl)cc2)o1
30: O/N=C/c1cc(Cl)ccc1OCc1cccc2ccccc12
entry no.	25	26	27	28	29	30
E-sel TNF inh	/	28	6	4	9	-13
MRP-1 activ	-1.2	-1.4	0.9	-4.8	-1.2	-3.0
PTEN del growth	99	99	109	92	96	73
Yeast growth inh	-10	-1	-57	-14	-37	76*
GALR2 antag	7	-2	4	4	-13	3
HCT116 bCat-KO	99	112	102	84	88	72
Phagocyt inh	-4	-4	-1	/	1	/
Measles CPE	7	25	10	10	5	5
Yeast lifespan up	-1	-13	-5	/	-7	-9
NPY-Y2 antag	1	1	0	1	2	5

31: C=CCn1cc(-c2ccc(Cl)cc2)cc(C#N)c1=O
32: CCS(=O)(=O)N1CCN(C(=O)C(c2ccccc2)c2ccccc2)CC1
33: FC(F)(F)c1cc(-c2ccco2)nc(-n2cnc3ccccc32)n1
34: CC1CCN(C(=S)c2ccc(-c3ccc(Cl)cc3Cl)o2)CC1
35: CCN(CC)C(=O)C[n+]1cccc(/C=N/O)c1
36: COc1cc(C(=O)OCC(=O)Nc2ccc(F)cc2F)cc(OC)c1OC
entry no.	31	32	33	34	35	36
E-sel TNF inh	12	8	/	/	/	/
MRP-1 activ	-2.4	-1.3	-5.7	0.3	2.5	-2.5
PTEN del growth	94	66	73	91	96	107
Yeast growth inh	-34	-15	-10	-41	-18	-6
GALR2 antag	1	-9	-1	2	0	8
HCT116 bCat-KO	94	91	85	92	95	109
Phagocyt inh	0	0	0	-9	-12	0
Measles CPE	11	1	11	4	8	7
Yeast lifespan up	-14	-10	-6	8	4	-20
NPY-Y2 antag	2	-1	1	9	5	8

Brought forward from above: 3 entries; new compounds follow.
34: CC1CCN(C(=S)c2ccc(-c3ccc(Cl)cc3Cl)o2)CC1
35: CCN(CC)C(=O)C[n+]1cccc(/C=N/O)c1
36: COc1cc(C(=O)OCC(=O)Nc2ccc(F)cc2F)cc(OC)c1OC
37: CCOC(=O)Cc1nnc(NC(=O)C(CC)Sc2nc(C)cc(=O)[nH]2)s1 (stereo not given)
38: Cn1c2c(c(=O)n(C)c1=O)C(NC(=O)c1cccs1)(C(F)(F)F)C(=O)N2 (stereo not given)
39: Cc1cc(C(F)(F)F)n(-c2nc(C(=O)Nc3ccccc3Oc3ccccc3)cs2)n1
40: O=C(COCC(=O)Nc1cccc(C(F)(F)F)c1)Nc1cccc(C(F)(F)F)c1
41: CC(=O)c1cc(C#N)c(SCCC(C)C)nc1C
42: CN(C)C(=O)COC(=O)c1cc(Cl)cc(Cl)c1N
entry no.	34	35	36	37	38	39	40	41	42
E-sel TNF inh	/	/	/	-10	/	/	/	3	6
MRP-1 activ	0.3	2.5	-2.5	-2.2	-2.5	-0.3	-5.7	-0.9	-1.2
PTEN del growth	91	96	107	95	100	84	73	97	90
Yeast growth inh	-41	-18	-6	37	0	-17	-69	8	-38
GALR2 antag	2	0	8	4	3	-6	5	1	-11
HCT116 bCat-KO	92	95	109	93	91	92	79	98	99
Phagocyt inh	-9	-12	0	0	1	-1	0	1	0
Measles CPE	4	8	7	12	4	7	10	9	10
Yeast lifespan up	8	4	-20	-11	-5	6	-16	-16	-26
NPY-Y2 antag	9	5	8	3	9	2	-2	3	2

43: O=[N+]([O-])c1cc(Cl)ccc1Sc1cccc2cccnc12
44: COc1cccc(NC(=O)C(Cc2ccccc2)NC(=O)C2CCC(C)CC2)c1 (stereo not given)
45: CCOc1ccc(C2=C/C(=C/c3cccnc3)C(=O)O2)cc1
46: CC1=C(C(=O)N(C)C)C(c2ccc(Cl)c(Cl)c2)NC(=O)N1 (stereo not given)
47: CCC(C)N1C(=O)CCC1C(=O)N1CCN(c2ccc(F)cc2)CC1 (stereo not given)
48: Cc1[nH]c2ccc(-c3nnc(SCC(=O)c4ccc(F)cc4)o3)cc2c1C
entry no.	43	44	45	46	47	48
E-sel TNF inh	-18	9	-51	25	-12	10
MRP-1 activ	-1.2	-2.4	-3.5	-1.8	-1.2	-5.1
PTEN del growth	93	77	99	87	94	62
Yeast growth inh	-38	-8	-39	-29	-10	-49
GALR2 antag	-10	1	-10	9	-4	-13
HCT116 bCat-KO	99	84	100	95	92	24
Phagocyt inh	-1	-5	-1	0	2	-2
Measles CPE	23	9	9	3	19	6
Yeast lifespan up	-4	4	-24	-17	-8	-16
NPY-Y2 antag	3	3	-1	3	2	1

49: COc1cc(/C=C/C(=O)OCC(=O)NCc2cccs2)ccc1OC(F)F
50: O=C1CSC(c2ccccc2)N1CC12CC3CC(CC(O)(C3)C1)C2 (stereo not given)
51: COc1cc(SC#N)ccc1N=Cc1c(C)[nH]n(-c2ccc(C)c(C)c2)c1=O
52: COc1nc(NCc2cccnc2)nc(NC2CCCCC2)n1
53: Clc1ccc(-c2nnc(SCc3ccon3)o2)c(Cl)c1
entry no.	49	50	51	52	53
E-sel TNF inh	0	25	/	18	3
MRP-1 activ	-2.9	-3.0	-5.7	-2.8	-0.4
PTEN del growth	89	97	0.3*	97	86
Yeast growth inh	-31	-25	-17	-6	4
GALR2 antag	-11	-3	8	0	-4
HCT116 bCat-KO	87	91	0.8*	110	97
Phagocyt inh	-1	/	-1	-6	/
Measles CPE	5	6	6	2	27
Yeast lifespan up	1	-19	-6	0	-17
NPY-Y2 antag	6	2	5	1	8
